Bioassay records from PubChem BioAssay.
ABHD5 PLIN5 PPI: ABHD5-PLIN5 protein interaction inhibition. Q00G26+Q8WTS1. Split G. princeps luciferase complementation, luminescence, 4 h. inhibition, % at 4 µM. 360,000 tested, 0.78% active. AID 602281;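 active = inhibition above the mean inhibition across every tested compound plus 3 SD, cut at about 22% in these data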;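 note: 0% = DMSO only wells and the 100% control is not disclosed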
Exocytosis inh: lytic granule exocytosis inhibition | TALL-104 LAMP-1 surface exposure, flow cytometry; cells stimulated with thapsigargin and PMA | inhibition, % at 10 µM | 360,000 tested, 0.66% active;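 active = inhibition above about 55%, limit read from the data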
MC4R antagonist: human MC4R antagonism in cAMP assay | AID 540295 | MC4R-expressing cells, MTII-stimulated cAMP, LANCE TR-FRET | inhibition, % at 6.5 µM | 360,000 tested, 0.48% active;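 active = inhibition above its plate's cutoff, the mean of tested wells on that plate plus 3 SD, cut at about 29% in these data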;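 note: 0% = Melanotan II alone and 100% = Melanotan II plus saturating MCL0020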
Target sequence (P32245 whole entry, looked up): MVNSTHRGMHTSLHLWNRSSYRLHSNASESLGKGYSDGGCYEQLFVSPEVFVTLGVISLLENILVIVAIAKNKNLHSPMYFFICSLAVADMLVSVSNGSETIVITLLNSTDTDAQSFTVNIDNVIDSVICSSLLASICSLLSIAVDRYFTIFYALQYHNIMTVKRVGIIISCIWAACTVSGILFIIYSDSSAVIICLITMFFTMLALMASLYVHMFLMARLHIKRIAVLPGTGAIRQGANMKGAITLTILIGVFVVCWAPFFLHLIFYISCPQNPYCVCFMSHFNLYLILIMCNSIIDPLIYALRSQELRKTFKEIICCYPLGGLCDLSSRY
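System: U2OS-MC4R stable cell line; Technique: Eu-cAMP/anti-cAMP TR-FRET, emission 671 nm; Repeats: single well per compound; Also added: Melanotan II; Dosing: one concentration, 6.5 µM nominal; Schedule: 30-min compound, 1-h challenge, 1-h detection, room temperature.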
HTR2A ag: agonists of mouse serotonin 5-HT2A receptor (HTR2A); AID 624169; CHO-K1 mHTR2A beta-arrestin complementation, luminescence; percent of 30 µM serotonin response; activation, % at 7.6 µM; P35363; 360,000 tested, 0.66% active;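 active = activation above a run cutoff, the mean activation of all tested compounds plus 3 SD, cut at about 14% in these data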;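 note: 0% = plate median of compound wells and 100% = 30 µM serotonin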
Target sequence (P35363 whole entry, looked up): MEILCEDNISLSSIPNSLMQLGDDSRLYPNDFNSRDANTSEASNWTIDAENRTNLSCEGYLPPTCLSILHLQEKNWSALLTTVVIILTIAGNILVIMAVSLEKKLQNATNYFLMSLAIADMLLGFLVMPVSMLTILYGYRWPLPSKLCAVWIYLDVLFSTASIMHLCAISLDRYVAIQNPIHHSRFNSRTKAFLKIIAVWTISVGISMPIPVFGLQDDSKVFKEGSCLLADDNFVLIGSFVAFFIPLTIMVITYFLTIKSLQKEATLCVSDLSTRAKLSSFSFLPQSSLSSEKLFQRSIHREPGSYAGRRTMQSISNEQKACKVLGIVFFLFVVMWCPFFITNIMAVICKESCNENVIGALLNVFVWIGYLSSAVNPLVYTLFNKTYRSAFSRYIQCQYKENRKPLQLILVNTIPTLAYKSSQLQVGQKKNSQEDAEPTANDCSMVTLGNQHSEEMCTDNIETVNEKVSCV
MC4R barr agon: activates human MC4R beta-arrestin recruitment; P32245; U2OS MC4R beta-arrestin complementation, luminescence; percent of melanotan II response, DMSO zero; 360,000 tested, 0.98% active; activation, % at 8.9 µM; AID 540308;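 active = activation above a per-plate cutoff, the mean activation of sample wells on that plate plus 3 SD, cut at about 8% in these data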
Cardio protect: modulators protecting cardiomyocytes from myocardial damage | H9c2 cardiomyocytes, H2O2 injury protection, ATPLite, 2 h | protection from H2O2 cell death, % at 20 µM | 360,000 tested, 0.63% active | AID 588492;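 active = compounds giving at least 50% protection of heart cells from peroxide-induced death in the single-dose screen, raw or plate-pattern-corrected value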;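 note: 0% = DMSO wells with peroxide and 100% = DMSO wells without peroxide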
Glyco luc inh: N-linked glycosylation inhibition | D54 ERlucT glycosylation luciferase reporter, 24 h; percent of 100 nM tunicamycin response | reporter increase, % at 12.5 µM | 360,000 tested, 0.23% active;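 active = mean luciferase reporter signal, scaled so untreated is 0 and the glycosylation-blocking control 100, at or above a set limit in every replicate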;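 note: luciferase carries N-glycosylation sites so blocking glycosylation raises the light; 0% = median of neutral control wells and 100% = median of 100 nM tunicamycin wells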
hiPSC survival: increases survival of single human iPS cells; hiPSC single-cell survival, ATPlite luminescence; 100% = ROCK inhibitor wells, 0% = DMSO; AID 602274; survival enhancement, % at 20 µM; 360,000 tested, 0.044% active; in the data active = survival enhancement above about 18%;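 note: cells exposed to compounds for 16 hours before the ATP read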
ABCB6 inh 2: blocks the human ABCB6 transporter. fluorescence ratio to DMSO, % at 10 µM. 360,000 tested, 0.19% active. K562-ABCB6 porphyrin accumulation, flow cytometry, 1 h; active compounds read low. AID 602162. Q9NP58;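 active = fluorescence ratio to DMSO below 75%, the collection mean minus 3 SD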;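 note: signal is porphyrin accumulated inside mitochondria; 100% equals median channel fluorescence of DMSO control wells; lower ratio means ABCB6 inhibition with less porphyrin fluorescence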
aDG glyco act: alpha-DG glycosylation activation. Pro5-aDG cells, alpha-DG glycosylation AlphaScreen (IIH6); 0% Pro5, 100% B10-LARGE cell signal. activation, % at 10 µM. 360,000 tested, 0.22% active. AID 624168;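 active = activation of at least 8% versus controls, or a plate z-score of at least 8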;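 note: Pro5 are CHO cells carrying HIG-tagged alpha-DG that lacks glycosylation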
An asterisk follows results filed as active; . = no result given.

SMILES	ABHD5 PLIN5 PPI	Exocytosis inh	MC4R antagonist	HTR2A ag	MC4R barr agon	Cardio protect	Glyco luc inh	hiPSC survival	ABCB6 inh 2	aDG glyco act
O=C(CCNC(=O)c1ccco1)Nc1nc(-c2ccccc2)cs1	1	-8	-1	-2	2.0	-6	-3	-2.4	102	0.2
O=C(Nc1ccc(S(=O)(=O)Nc2nccs2)cc1)c1ccc(S(=O)(=O)N2CCOCC2)cc1	-7	-1	3	-2	-0.2	1	2	-0.4	97	0.0
CN(C)CCNc1nc2c(c(=O)[nH]c(=O)n2C)n1CC(O)COc1ccc(Cl)cc1 (stereo not drawn)	-5	-1	28	6	-0.7	18	2	-0.5	99	0.1
COc1ccc(NC(=O)Cn2c(=O)oc3ccccc32)cc1	-6	-8	2	-5	-2.3	0	0	0.0	95	0.0
CCCNC(=O)c1cc(C2CCCCN2C(=O)OC)on1 (stereo not drawn)	4	0	9	0	-0.2	0	1	0.2	106	0.0
CC(=O)N[C@@H]1C=C[C@@H](CC(=O)NCc2ccc(Cl)cc2)O[C@@H]1CO	-8	-5	.	1	.	.	.	.	.	-0.1
CCN(Cc1ccncc1)C(=O)CCc1nnc(CCc2ccccc2OC)o1	3	18	-2	3	-1.8	2	0	-0.7	97	-0.2
C#CCNC(=O)c1cccn1-c1ncc(C(F)(F)F)cc1Cl	0	7	5	1	-4.8	-1	1	-0.5	99	-0.2
O=C(NNC(=O)c1cccnc1SCc1cccc([N+](=O)[O-])c1)c1ccccn1	8	-3	-1	-1	-2.4	83*	-8	-1.8	99	2.2
COc1ccccc1N1C(=O)C2C(C(=O)c3ccccc3)=NN(c3ccccc3OC)C2C1=O (stereo not drawn)	7	1	14	3	-2.9	-8	2	2.8	97	-0.1
O=C(CSc1nccc(-c2cccs2)n1)Nc1ccccc1	3	-2	-5	-2	-2.6	-4	-1	0.1	98	0.0
CCC1=NN(C(=O)Cc2ccc(OC)cc2)C(O)(C(F)(F)F)C1 (stereo not drawn)	2	1	12	2	-0.9	-3	1	1.0	96	-0.2
CC(=O)c1ccc(NC(=O)c2cc(CC(C)C)nc3ccccc23)cc1	-1	-10	2	-8	-0.5	8	-11	1.8	92	0.0
O=C(N/N=C/c1cccc(Br)c1)c1ccc(Br)cc1	4	-8	4	1	4.5	-15	0	-2.7	97	-0.4
C=CCN1C(=O)CS/C1=N/c1nccs1	7	-2	-5	4	-0.2	0	0	-0.8	95	-0.2
c1ccc(COc2cccc(CNCc3ccccn3)c2)cc1	-1	5	19	-4	1.7	1	0	2.2	106	1.1
COc1ccccc1C(=O)NCCC(=O)Nc1ccncc1	-3	4	3	0	-0.7	-2	-3	-0.5	97	-0.2
COc1cc(OC)cc(-c2nc3ccccc3c(=O)n2OC(=O)c2ccc(Br)cc2)c1	8	0	-5	-3	-6.1	8	1	-1.2	109	-0.4
COc1ccc(C(C(=O)NC(C)(C)C)N(C(=O)CNC(=O)c2cccs2)c2cccnc2)cc1OC (stereo not drawn)	4	-22	0	10	0.7	-1	0	-0.3	95	-0.1
Cc1ccc(N2CC(C(=O)N3CCC(C(=O)NCCCOC(C)C)CC3)CC2=O)cc1 (stereo not drawn)	-1	-2	10	-5	-0.5	3	4	-0.6	99	0.1
O=C(O)CCn1ccnc1-c1ccccc1	0	-5	9	3	0.2	-2	-2	1.6	91	0.1
O=C(CCN1C(=O)c2ccccc2C1=O)OCn1nnc2ccccc2c1=O	3	2	7	-6	1.5	-3	-1	-1.5	96	-0.3
Cc1ccc(N2CCN(CC(O)COc3cccc(C)c3)CC2)cc1 (stereo not drawn)	-4	-12	21	-9	5.3	5	0	0.1	102	-0.1
Cc1csc(NC(=O)CSc2nnc(-c3ccoc3C)n2C(C)c2ccccc2)n1 (stereo not drawn)	0	-1	16	-1	-0.1	-9	0	1.4	94	-0.1
O=C(Nc1cccc(Oc2ccc3c(c2)C(=O)NC3=O)c1)c1cccs1	-1	2	3	-2	-1.5	-2	-1	-1.9	97	0.2

In a second layout: entries from further up
Compound,ABHD5 PLIN5 PPI,Exocytosis inh,MC4R antagonist,HTR2A ag,MC4R barr agon,Cardio protect,Glyco luc inh,hiPSC survival,ABCB6 inh 2,aDG glyco act
COc1ccccc1C(=O)NCCC(=O)Nc1ccncc1,-3,4,3,0,-0.7,-2,-3,-0.5,97,-0.2
COc1cc(OC)cc(-c2nc3ccccc3c(=O)n2OC(=O)c2ccc(Br)cc2)c1,8,0,-5,-3,-6.1,8,1,-1.2,109,-0.4

Remaining list, next part:
SMILES	ABHD5 PLIN5 PPI	Exocytosis inh	MC4R antagonist	HTR2A ag	MC4R barr agon	Cardio protect	Glyco luc inh	hiPSC survival	ABCB6 inh 2	aDG glyco act
COc1ccc(C2(CNS(=O)(=O)c3ccc(C)cc3)CCOCC2)cc1	-4	1	8	2	0.0	17	-1	-0.2	95	0.2
COc1cc(OC)nc(Oc2ccccc2C(=O)Oc2ccc(F)cc2Cl)n1	-5	-1	3	-6	-0.4	-13	1	1.7	101	0.0
C=CCC1NS(=O)(=O)OC(COC)C1C (stereo not drawn)	-8	-1	-4	9	-0.5	2	2	2.5	95	0.0
COCCCNC(=O)Cn1cc2c(n1)CCCCC2	2	0	0	-2	-0.8	9	-3	-1.1	96	-0.2
COc1ccc(CCNS(=O)(=O)c2ccc3c(c2)OCCO3)cc1	1	1	-1	-4	-0.7	-6	1	0.2	92	0.1
C=C(C)c1cccc(C(C)(C)NC(=O)N2CCCC(C(N)=O)C2)c1 (stereo not drawn)	11	1	9	2	-0.8	1	1	0.8	92	-0.1
COc1ccccc1-n1cnc2cc(NCc3ccco3)ccc21	0	3	-25	1	-0.1	2	15	-3.3	93	0.1
Cc1cc(N=Cc2c(O)ccc3ccccc23)no1	-1	5	-6	2	-2.3	13	5	-0.7	98	-0.2
COc1ccc(-c2oc3ccc(-c4cc(OC)c(OC)c(OC)c4)cc3c2C#Cc2ccccn2)cc1	3	-2	14	-5	-1.5	23	1	-0.7	103	-0.5
O=c1cc(C(F)(F)F)nc(-c2ccccc2OC(F)(F)F)[nH]1	7	1	-1	0	-0.7	2	-4	-0.5	95	0.0
Cc1ccccc1NS(=O)(=O)c1ccc(C(=O)NN2CCCCC2)cc1	0	-3	-1	-6	-0.7	2	-2	0.5	105	-0.1
COc1cc(OC)cc(C(=O)OCc2ccc([N+](=O)[O-])cc2)c1	-7	3	-1	5	4.6	-3	-2	0.5	100	-0.3
O=C(Nc1ccc(F)cc1)Nc1ccc(N2CCCC2)c(S(=O)(=O)Nc2ccccc2Cl)c1	-4	14	8	-3	0.6	-18	-11	-0.9	90	1.2
CCc1c(C)nc(SCC(=O)Nc2cccc(Br)c2)[nH]c1=O	-4	-2	6	-5	0.1	-4	4	-0.6	96	-0.1
O=C(O)C1CC=CCC1C(=O)NCCc1ccccc1 (stereo not drawn)	1	-3	2	7	1.9	-5	3	0.8	96	-0.3
O=C(CCC1CCCN(C(=O)c2cc(C3CC3)[nH]n2)C1)N1CCN(c2ccccn2)CC1 (stereo not drawn)	-3	-1	9	0	-0.1	-6	1	4.1	102	0.0
O=C(Nc1ccc2c(c1)OCO2)C1CCCN1C(=O)OCc1ccccc1 (stereo not drawn)	9	-1	6	1	0.0	-2	-4	2.8	96	-0.5
CCN(Cc1ccccc1)C(=O)CCNS(=O)(=O)c1ccc2c(c1)CC(C)N2C(C)=O (stereo not drawn)	-3	13	1	-4	-2.4	-2	-1	-0.4	93	0.2
CC1(C)CC(=O)C2=C(C1)NC(=O)CC2c1ccc(N(CCC#N)CCC#N)cc1 (stereo not drawn)	4	-3	10	1	-0.6	5	2	0.4	100	0.1
COc1ccc(NS(=O)(=O)c2cccc(C(=O)N(C)CC(=O)Nc3ccc(C)cc3)c2)cc1	1	1	7	-6	-1.3	-7	-1	0.0	100	-0.3
COC(=O)c1ccc(S(=O)(=O)NCc2ccco2)o1	-2	3	9	2	0.8	3	0	-0.2	104	0.0
C=CCN(Cc1nc(-c2ccc(OC)c(OC)c2)oc1C)C1CCS(=O)(=O)C1 (stereo not drawn)	4	4	20	-1	-2.0	6	1	-1.4	98	-0.4
Cc1cc(C)c(/C=C(\C#N)S(=O)(=O)c2ccccc2)[nH]1	0	-1	9	1	0.4	-3	1	0.3	100	0.0
CC(NC(=O)NC(N)=O)(C(F)(F)F)C(F)(F)F	-1	3	12	5	-0.1	4	0	-0.9	100	-0.2
CN(C)c1ccc(NC(=O)c2ccc(N3CCOCC3)nc2)cc1	-1	-13	-14	13	-0.9	2	2	0.1	104	0.5
Later entries.
SMILES	ABHD5 PLIN5 PPI	Exocytosis inh	MC4R antagonist	HTR2A ag	MC4R barr agon	Cardio protect	Glyco luc inh	hiPSC survival	ABCB6 inh 2	aDG glyco act
COC(=O)c1cccc(NS(=O)(=O)c2ccc(OC)c(OC)c2)c1C	0	11	10	-1	-1.4	-11	2	-3.1	98	0.7
CCOC(=O)N/N=C\c1ccc([N+](=O)[O-])o1	-9	0	0	-2	-0.3	-5	8	-1.3	99	0.4
Cc1cc(C)c(NC(=O)CSc2nnc(-c3ccncc3)n2Cc2ccco2)c(Cl)c1	15	-5	6	1	-1.1	3	-1	-1.4	101	-0.2
Cn1ncc([N+](=O)[O-])c1C(=O)Nc1nccs1	8	15	9	2	0.0	1	0	-0.2	94	-0.2
CC1=CC2=NC(=O)CC(C)(C(=O)N(CC(=O)NC(C)(C)C)Cc3cccs3)N2C=C1 (stereo not drawn)	-7	0	5	4	0.0	-2	1	-1.6	103	0.2
CCOC(=O)CSc1nnc([C@H](C)NC(=O)OC(C)(C)C)o1	0	1	0	3	1.7	-1	0	0.8	101	-0.1
O=C1C=CC(=Nc2ccc(F)cc2)O1	11	6	5	-5	-2.2	-27	4	3.4	96	0.1
COc1ccccc1C(=O)OCC(=O)Nc1cc(S(=O)(=O)N2CCOCC2)ccc1N1CCCC1	4	-3	14	-2	-1.7	2	1	-1.1	96	0.2
CC1CC(C)(C)N2C(=O)C(=C(C#N)C#N)c3cccc1c32 (stereo not drawn)	2	22	8	0	-0.8	-6	-2	0.5	97	-0.1
O=c1[nH]c2ccccc2c2ccc(Cl)cc12	-5	-5	-6	-5	8.5*	43	-1	-1.0	97	0.2
Cc1nn(-c2ccccc2)c(C)c1C(=O)NNC(=O)C(F)(F)F	-8	-5	-3	-5	-0.8	-3	0	-0.4	96	0.1
CCOC(=O)c1cc(-c2ccccc2)sc1NC(=O)CSc1nnnn1C	-2	-2	10	-2	1.6	5	-5	-0.5	92	-0.4
Cc1cc(OC(=O)N2CCCCC2)cc(C)c1Cl	-2	-1	8	-4	-1.5	-14	-2	-1.5	90	-0.3
Cc1ccc(OCCNC(=O)CCNC(=O)c2ccc(Cl)cc2)cc1	-7	-2	-2	1	-3.4	-4	2	-0.5	102	-0.1
COc1ccccc1-c1cc(C(F)(F)F)nc(S(=O)(=O)CCCC(=O)NC(C)C)n1	5	4	10	0	-1.8	-21	-7	-6.2	86	-0.6
COc1ccc2nc(NCCCO)[nH]c2c1	2	-6	-2	2	-0.3	11	-1	3.9	103	-0.1
COCc1cc(C)nc2sc(C(=O)Nc3nccs3)c(N)c12	-1	-5	8	0	-0.2	20	1	3.5	101	-0.1
C=CCN1C(=O)/C(=C\c2ccc(OC(=O)c3ccco3)c(OC)c2)SC1=S	-3	-3	2	0	-5.8	-2	4	-2.2	217	0.3
